# HIF-2a inh: HIF-2a inhibition; inhibition, % at 18.8 µM; AID 624352; 360,000 tested, 0.72% active; 786-0 RCC cells HIF-2a reporter, luciferase luminescence, overnight;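 active = inhibition of the luminescence signal of 40% or more relative to plate controls, in a single-dose primary screen at 18.75 µM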
# NR2E3 ag-1: activates human photoreceptor nuclear receptor NR2E3 | Q9Y5X4 | GST-NR2E3/biotin-RetCOR TR-FRET, 1536-well | inhibition of corepressor binding, % at 4.78 µM | 320,000 tested, 0.12% active | AID 2300;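 active = percent inhibition above the cutoff of mean plus 3 SD of all tested compounds, set per screening campaign, cut at about 20% in these data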;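 also: 0% = DMSO wells and 100% = biotin wells as full block of FRET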
# Target sequence (Q9Y5X4 whole entry, looked up): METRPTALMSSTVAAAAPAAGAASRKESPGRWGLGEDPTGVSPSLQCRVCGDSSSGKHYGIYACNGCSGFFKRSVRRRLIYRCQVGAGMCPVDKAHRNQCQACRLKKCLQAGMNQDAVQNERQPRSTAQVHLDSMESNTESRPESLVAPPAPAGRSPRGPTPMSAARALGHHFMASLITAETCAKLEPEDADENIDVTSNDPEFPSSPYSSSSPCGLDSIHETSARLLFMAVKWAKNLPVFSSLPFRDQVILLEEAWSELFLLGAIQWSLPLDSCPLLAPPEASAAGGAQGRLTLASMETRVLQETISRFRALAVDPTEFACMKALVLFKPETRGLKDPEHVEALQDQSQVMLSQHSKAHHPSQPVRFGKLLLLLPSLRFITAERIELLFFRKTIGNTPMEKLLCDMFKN
#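 Format: 1536-well format; test system: GST-NR2E3 and biotin-RetCOR proteins; read-out basis: percent inhibition of TR-FRET ratio; timing: 5 h incubation at 4 °C; detection: time-resolved FRET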
# iPSC survival up: increases survival of single human iPS cells. survival enhancement, % at 20 µM. AID 602274. 360,000 tested, 0.044% active. hiPSC single-cell survival, ATPlite luminescence; 100% = ROCK inhibitor wells, 0% = DMSO; in the data active = survival enhancement above about 18%;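 also: cells exposed to compounds for 16 hours before the ATP read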
# NR2E3 ag-2: agonists of human NR2E3 nuclear receptor | Q9Y5X4 | CHO-S Gal4-NCOR/VP16-NR2E3 two-hybrid, luciferase | inhibition of corepressor binding, % at 3.98 µM | 360,000 tested, 0.35% active | AID 602229;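 active = inhibition above the mean of all tested compounds plus 3 SD, cut at about 70% in these data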;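 also: 0% = DMSO with NR2E3 transfected cells and 100% = cells lacking NR2E3 construct; higher means lower luciferase signal from less NR2E3 corepressor binding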
# MITF TRPM1 inh: MITF TRPM1 promoter inhibition in SK-MEL-5 cells. SK-MEL-5 TRPM1 promoter luciferase, 24 h. inhibition, % at 12.5 µM. 330,000 tested, 0.83% active;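 active = mean inhibition across replicates of 60% or more, whatever share of single replicates reaches that level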; also: values of inactives mirror those of a sister screen read the other way
# KKLEB cytotox: CF airway cell cytotoxicity counter-screen; KKLEB CF airway cells viability, ATPlite luminescence, overnight; hits give low values; cells stimulated with P. aeruginosa culture filtrate; activity change (cytotoxicity), % at 5 µM; 360,000 tested, 0.36% active; AID 602141;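 active = corrected activity change at or below -50% at 5 µM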
# TWEAK Fn14 block: inhibitors of TWEAK-Fn14 interaction signaling. TWEAK-stimulated Fn14 reporter cells, luciferase luminescence, 8 h. inhibition, % at 10 µM. 360,000 tested, 2% active; in the data active = inhibition above about 50%
# CF NFkB inh: blocks PAF-induced NF-kB reporter in cystic fibrosis cells. AID 588850. KKLEB NF-kB-GFP reporter, GFP fluorescence overnight. 360,000 tested, 0.86% active. inhibition, % at 5 µM;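 active = at least 50% inhibition at 5 µM, scaled per plate between neutral and stimulator controls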;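 also: PAF is a Pseudomonas aeruginosa culture filtrate used as stimulus; plate controls were PAF-stimulated DMSO wells for no effect and unstimulated DMSO wells for full effect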
# Shn3 3UTR inh: inhibitors of Schnurri-3 3'UTR reporter in osteoblasts. Clone20 osteoblast Shn3 3'UTR firefly luciferase, 24 h. inhibition, % at 12.5 µM. 360,000 tested, 0.52% active. AID 588674;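 active = mean inhibition of at least 75% with every replicate also reaching 75%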;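 also: 0% = median of neutral control wells and 100% = pilot-screen positive control compound; some compounds past the cut are filed as inactive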
# Peg3 promoter: inhibitors of Peg3 promoter. inhibition, % at 20 µM. HeLa PEG-Prom luciferase reporter, luminescence, overnight. 360,000 tested, 1.7% active;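 active = inhibition of at least 50% at 20 µM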
# aDG glyco act: increases alpha dystroglycan glycosylation | 360,000 tested, 0.22% active | activation, % at 10 µM | Pro5-aDG cells, alpha-DG glycosylation AlphaScreen (IIH6); 0% Pro5, 100% B10-LARGE cell signal;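 active = activation of at least 8% versus controls, or a plate z-score of at least 8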;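 also: Pro5 are CHO cells carrying HIG-tagged alpha-DG that lacks glycosylation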
# * hit, by the source's call; . = not tested or not shown.
SMILES,HIF-2a inh,NR2E3 ag-1,iPSC survival up,NR2E3 ag-2,MITF TRPM1 inh,KKLEB cytotox,TWEAK Fn14 block,CF NFkB inh,Shn3 3UTR inh,Peg3 promoter,aDG glyco act
Cc1ccc(C)c(NC(=O)CN(C)C(=O)c2ccccn2)c1,9,.,3.5,10,.,4,9,20,0,-10,0.0
CN(CCc1ccccn1)C(=O)CCC1CCCN(C(=O)c2cccc(N(C)C)c2)C1 (stereo not drawn),-4,-4,-0.2,9,5,-2,1,-31,15,2,-0.2
CN(CCc1ccccc1)C(=O)c1cccc(NC(=O)Cc2cccc(NC(=O)C3CCCN(C(=O)CCc4ccccc4)C3)c2)c1 (stereo not drawn),2,.,-0.5,9,13,15,45,-8,61,8,0.3
CN(CCc1ccccc1)C(=O)c1ccc(NC(=O)Cc2cccc(NC(=O)C3CCN(C(=O)C4CC4)CC3)c2)cc1,-5,.,-1.4,23,-4,14,-1,8,-19,-2,0.3
C=CCC[C@@H](Cc1ccc(F)cc1)C(=O)OC[C@@H]1CCCN1C(=O)[C@@H](CC=C)CC(=O)N[C@@H](CO)Cc1ccccc1,-6,.,-2.9,-13,-10,3,-1,21,20,-1,0.0
CN(C)S(=O)(=O)c1ccc(C(=O)Oc2cc(=O)[nH]c3ccccc23)cc1,13,1,-2.2,15,15,0,-21,12,7,18,-0.2
COc1ccc(CNC(=O)c2sc(=O)n(Cc3cc(Cl)ccc3OC)c2C)cc1,4,.,0.9,39,.,-7,-38,7,3,7,-0.2
Cc1nc(-c2ccccc2)cn2c1nc1ccccc12,7,4,2.8,-4,2,11,-2,-47,-37,-13,0.6
O=C(O)c1ccc(CSc2nnc(Cc3ccccc3)o2)cc1,3,6,1.0,2,8,0,3,7,-8,-4,0.0
CC(CC(=O)O)CC(=O)Nc1cc(C(F)(F)F)cc(C(F)(F)F)c1 (stereo not drawn),16,2,0.9,8,4,5,-4,10,6,7,-0.1
O=C(Nc1c2c(nn1-c1ccc(F)cc1)CS(=O)C2)c1ccco1 (stereo not drawn),6,2,-0.4,-1,8,-2,-12,-14,7,5,-0.4
N#Cc1c2ccccc2nc2ccccc12,-4,-2,-0.3,7,12,7,-16,-92,-4,-10,-0.1
Cc1nn(C)c(Oc2cccc(C(F)(F)F)c2)c1C#N,2,-1,3.1,-8,-7,-9,-1,13,15,-4,-0.5
CC(NC(=O)COC(=O)c1ccc2c(c1)S(=O)(=O)N=C1CCCCCN12)C12CC3CC(CC(C3)C1)C2 (stereo not drawn),8,1,1.4,-19,49,-3,-30,2,9,36,-0.3
COc1cc(C#N)ccc1OCC(=O)Nc1cccc(S(=O)(=O)N(C)c2ccccc2)c1,3,.,-1.4,0,.,-16,-22,-18,14,19,0.1
CCC(CC)NC(=O)CCCSc1nc2ccccc2[nH]1,0,2,-1.0,-9,0,-7,21,9,0,-6,0.2
CCN(CC)S(=O)(=O)c1ccc(OC)c(NC(=O)/C=C/c2ccco2)c1,0,1,-0.3,-1,8,7,-5,-19,6,16,-0.1
CCN(CC)S(=O)(=O)c1ccc(S(=O)(=O)N(CC(=O)Nc2ccccc2)Cc2ccco2)cc1,4,1,0.5,1,11,19,1,-14,29,18,0.3
Clc1ccc(CN2C3=NCCCN3c3ccccc32)cc1Cl,20,-3,-0.4,-13,-15,-3,-18,-8,7,12,3.5
CCC1(CC)C(=O)NC(=O)NC1=Nc1ccccc1,17,4,1.4,-20,3,15,-13,-9,6,16,-0.2
CCCCc1c(C)nn(-c2nnc3c4ccccc4n(C)c3n2)c1C,-281,0,5.2,-70,-43,8,-45,-10,-43,-123,4.2*
CCN(CC)S(=O)(=O)c1ccc(OC)c(NC(=O)c2ccc(-n3cncn3)c([N+](=O)[O-])c2)c1,2,-2,-0.1,-6,10,-10,-2,-7,8,20,-0.1
CN(CC(=O)Nc1cc(Cl)ccc1-n1cncn1)Cc1ccccc1N1CCOCC1,17,.,-1.1,-17,.,-1,-5,-29,16,-2,0.7
Cc1ccc(NC(=O)COC(=O)COc2ccc(Cl)cc2)c([N+](=O)[O-])c1,11,3,-0.3,-4,3,4,2,10,-4,9,0.0
O=C(CNC(=O)c1cccs1)NCC(=O)OCc1ccc(Cl)cc1,0,-2,5.0,-4,0,10,-12,4,9,3,0.0
N#Cc1cn(CC(=O)NCCc2c[nH]c3ccccc23)c2ccccc12,20,0,0.0,-3,0,-30,-3,14,21,6,-0.1
N#Cc1ccc(C23CC4(C2)[C@H](CN(Cc2ccc(-c5ccccc5)cc2)[C@@H]4c2ccccc2)C3c2ccc(Cl)nc2)cc1 (stereo partly drawn),11,0,0.3,-15,9,-6,8,-20,8,6,0.4
CC1=NN(C(=O)CCc2ccccc2O)C(O)(C(F)(F)F)C1 (stereo not drawn),3,0,-0.6,6,19,-2,2,5,-28,6,0.0
CC(OC(=O)/C=C/c1ccccc1)C(=O)Nc1ccc2c(c1)OCCO2 (stereo not drawn),-1,4,-0.5,-10,7,-6,-4,9,-21,-8,-0.1
CC(=O)Nc1ccc(S(=O)(=O)N(C)CC(=O)Nc2ccc(Br)cc2F)cc1,-9,6,-0.4,16,-18,-11,0,7,-6,11,-0.1

# Molecules from the list above containing a furan ring, fused or not (3):
SMILES,HIF-2a inh,NR2E3 ag-1,iPSC survival up,NR2E3 ag-2,MITF TRPM1 inh,KKLEB cytotox,TWEAK Fn14 block,CF NFkB inh,Shn3 3UTR inh,Peg3 promoter,aDG glyco act
O=C(Nc1c2c(nn1-c1ccc(F)cc1)CS(=O)C2)c1ccco1 (stereo not drawn),6,2,-0.4,-1,8,-2,-12,-14,7,5,-0.4
CCN(CC)S(=O)(=O)c1ccc(OC)c(NC(=O)/C=C/c2ccco2)c1,0,1,-0.3,-1,8,7,-5,-19,6,16,-0.1
CCN(CC)S(=O)(=O)c1ccc(S(=O)(=O)N(CC(=O)Nc2ccccc2)Cc2ccco2)cc1,4,1,0.5,1,11,19,1,-14,29,18,0.3

# The list continues.
SMILES,HIF-2a inh,NR2E3 ag-1,iPSC survival up,NR2E3 ag-2,MITF TRPM1 inh,KKLEB cytotox,TWEAK Fn14 block,CF NFkB inh,Shn3 3UTR inh,Peg3 promoter,aDG glyco act
COc1cc(C(O)c2nc(-c3ccccc3C)cs2)ccc1F (stereo not drawn),-16,.,-0.2,15,.,-5,7,4,28,16,0.5
COc1ccc(NC(=O)c2cn(CCC#N)nc2-c2cccs2)cc1,5,3,5.4,14,-11,8,6,-19,-11,-6,0.3
CCN1CCN(C(=O)c2cc3c(=O)n(C)c4ccccc4c3n2C)CC1,15,1,-3.5,-12,0,3,-5,-12,-2,11,0.0
O=C(COC(=O)C12CC3CC(CC(O)(C3)C1)C2)Nc1ccc(OC(F)F)cc1,-92,.,-0.3,-19,-40,-11,-29,11,5,-96,0.1
CCOc1ccc(S(=O)(=O)N2CCN(C(=O)c3ccc(-n4cncn4)c([N+](=O)[O-])c3)CC2)cc1,-18,6,-0.4,-1,17,3,4,6,11,7,0.3
Cc1ccc(C)c2c1c1ccccc1n2C,17,-1,-0.4,-8,13,-2,4,9,1,7,0.1
CCOc1ccc(-c2nnc(N)o2)cc1,-57,3,-0.1,-10,-16,0,-3,13,-22,-54,0.3
COc1cc(CC(C#N)(CO)c2nc3ccccc3[nH]2)ccc1OC(F)F (stereo not drawn),1,0,-0.3,-27,11,-4,-27,11,-18,0,0.1
CCn1ncc(S(=O)(=O)NCc2ccco2)c1C,11,1,-0.4,-30,2,-10,-4,17,4,7,0.0
CSc1ccc(Cl)c(C(=O)N2CCOc3ccccc32)c1,15,3,-0.6,8,20,3,0,0,17,38,0.0
Cc1cn(C2CC(O)C(O)C(CO)O2)c(=O)[nH]c1=O (stereo not drawn),8,.,0.0,0,.,-13,-8,12,-19,-7,-0.2
COC(=O)CSc1nc2c(c(=O)[nH]c(=O)n2C)n1CCC(C)C,20,1,8.6,-12,4,11,2,-1,-12,9,0.0
CCOc1ccc(NC(=O)C2CC(=O)N(c3ccccc3F)C2)cc1 (stereo not drawn),-3,-1,0.2,-6,-1,8,0,-17,-5,6,0.0
CC(C(=O)Nc1nc(-c2ccc(F)cc2)cs1)N1C(=O)C2CC=CCC2C1=O (stereo not drawn),-6,1,2.3,-7,-3,-10,27,-8,-3,-4,0.0
O=C(Nc1ccc(C(=O)N2CCCC2)cc1)C1CCCCC1,-19,.,2.2,14,-32,-10,-9,-1,1,-26,-0.1
Cc1nn(S(=O)(=O)c2ccccc2)c(C)c1S(=O)(=O)N1CCC(C)CC1,13,3,-0.5,-9,-6,1,-3,-5,-9,0,0.8
CCn1c2ccccc2c2nnc(SCc3ccccc3)nc21,-14,3,1.0,-9,.,-7,3,-4,16,19,0.1
CCCCn1nc2cc(C(=O)NCc3cc(C(F)(F)F)cc(C(F)(F)F)c3)ccc2c1OC,-18,3,-2.2,5,0,-11,-21,11,7,3,0.1
CN1CCN(C(CNC(=O)C(=O)Nc2ccc3c(c2)OCCO3)c2ccc(F)cc2)CC1 (stereo not drawn),-7,-1,-0.3,-21,-10,3,6,-13,5,-30,0.0
Cc1cccc(S(=O)(=O)NC(=O)C2(C)CCN2C(=O)c2cccc(F)c2)c1 (stereo not drawn),8,.,-1.4,11,.,1,-28,3,-10,-2,-0.1
O=c1c2ccccc2sc2nc(CCl)nn12,31,.,-1.7,1,-7,-11,-1,7,-9,104*,0.5
C[C@H](CO)N1C[C@H](C)[C@@H](CN(C)C(=O)NC2CCCCC2)Oc2c(NC(=O)Nc3ccc4c(c3)OCO4)cccc2C1=O,4,.,-2.6,-14,-5,17,11,-5,-5,-5,0.5
O=C(O)c1cc(-c2ccco2)nn1-c1ccc(Cl)cc1,7,.,-0.7,-51,-2,1,-11,1,-13,15,-0.1
Cc1cc(C(C)(C)C)cc(S(=O)(=O)NCC(=O)O)c1C,24,4,14,3,-7,-2,19,3,-12,6,-0.1
CCOCCCNC(=O)c1c(N)n(-c2ccc3c(c2)OCO3)c2nc3ccccc3nc12,9,0,0.7,-21,14,-1,-4,4,5,15,0.3
Cc1cc(C)c(NC(=O)c2ccc[n+](Cc3ccc([N+](=O)[O-])cc3)c2)c(C)c1,16,1,1.9,-13,9,7,-2,-8,0,14,-0.2
Cc1cc(C)nc(Nc2n[nH]c(-c3ccc(N)cc3)n2)n1,-126,-1,-0.8,-87,-24,12,25,-6,-43,-197,-0.4
O=C(CSc1nncn1-c1ccccc1)c1c[nH]c2ccccc12,7,5,-0.3,12,26,3,-12,-4,-7,13,0.4
CNS(=O)(=O)c1cccc(C(=O)OCC(=O)/C=C2/N(C)c3ccccc3C2(C)C)c1,1,-4,4.6,-4,6,-10,36,42,81,37,0.5
COc1ccccc1N=NC1=C(O)CC(C)(C)CC1=O,-1,-2,2.2,-4,6,-1,7,-11,-18,18,-0.3

# Compound activity as filed in PubChem BioAssay.
